Source: PubChem BioAssay (National Center for Advancing Translational Sciences (NCATS))
KCNH2 3.1 block: inhibitors of human KCNH2 3.1 potassium channel isoform | U2OS KCNH2 3.1, thallium flux FluxOr; stronger effect = lower value | activity change, % (tested at about 1.8 µM) | 340,000 tested, 0.95% active;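 active = maximum activity change below -70%; inconclusive = maximum activity change from -70% to -50%; inactive = maximum activity change above -50%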;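 also: thallium influx rate constant from kinetic fluorescence after stimulation buffer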
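Steps: virus added to U2OS suspension (4 h, RT, dark); medium with 10% FBS added, cells plated, 37 C overnight; FluxOr/Red40 loading buffer 45 min RT; stimulation buffer, 2 min kinetic read; rate constant normalized.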
KCNH2 WT inh: KCNH2 (human, wildtype) channel inhibition; U2OS, BacMam KCNH2, thallium flux FluxOr; stronger effect = lower value; activity change, % at 1.84 µM; 340,000 tested, 0.37% active; AID 720551;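 active = maximum activity change below -70%; inconclusive = maximum activity change between -70% and -50%; inactive = maximum activity change above -50%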
Target sequence (Q12809 whole entry, looked up): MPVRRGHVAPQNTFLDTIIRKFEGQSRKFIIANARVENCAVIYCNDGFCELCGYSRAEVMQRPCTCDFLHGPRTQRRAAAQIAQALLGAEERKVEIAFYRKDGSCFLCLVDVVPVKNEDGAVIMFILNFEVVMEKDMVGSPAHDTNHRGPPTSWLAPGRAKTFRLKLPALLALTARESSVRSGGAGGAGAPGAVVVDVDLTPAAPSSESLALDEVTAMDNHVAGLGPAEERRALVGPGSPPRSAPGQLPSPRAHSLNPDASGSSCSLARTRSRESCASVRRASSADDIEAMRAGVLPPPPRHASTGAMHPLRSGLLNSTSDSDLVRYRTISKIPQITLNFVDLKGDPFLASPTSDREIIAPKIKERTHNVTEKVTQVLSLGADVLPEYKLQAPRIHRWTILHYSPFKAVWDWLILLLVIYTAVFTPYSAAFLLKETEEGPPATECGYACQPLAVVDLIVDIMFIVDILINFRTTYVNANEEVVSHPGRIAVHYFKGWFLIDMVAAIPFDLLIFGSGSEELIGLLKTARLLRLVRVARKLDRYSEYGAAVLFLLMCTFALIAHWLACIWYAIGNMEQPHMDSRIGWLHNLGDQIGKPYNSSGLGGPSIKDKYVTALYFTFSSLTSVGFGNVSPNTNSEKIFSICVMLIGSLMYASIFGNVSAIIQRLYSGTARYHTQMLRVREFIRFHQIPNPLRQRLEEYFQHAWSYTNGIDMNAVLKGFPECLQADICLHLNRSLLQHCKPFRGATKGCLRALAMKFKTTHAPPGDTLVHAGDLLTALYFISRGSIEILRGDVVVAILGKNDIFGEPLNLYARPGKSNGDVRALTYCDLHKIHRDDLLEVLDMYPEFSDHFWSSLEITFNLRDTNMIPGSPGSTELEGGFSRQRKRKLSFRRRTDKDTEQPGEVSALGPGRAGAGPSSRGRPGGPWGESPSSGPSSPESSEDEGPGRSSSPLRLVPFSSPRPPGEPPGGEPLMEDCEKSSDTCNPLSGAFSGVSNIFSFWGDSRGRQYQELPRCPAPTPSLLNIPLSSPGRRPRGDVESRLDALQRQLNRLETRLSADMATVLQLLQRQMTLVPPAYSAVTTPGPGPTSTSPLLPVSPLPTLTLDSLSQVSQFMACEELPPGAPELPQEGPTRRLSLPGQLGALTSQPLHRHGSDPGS
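U2OS cells transduced with wild-type KCNH2 virus are loaded with FluxOr dye for 45 min, and thallium flux is measured in kinetic reads before and after stimulation buffer. Rate constants are normalized to DMSO controls.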
Giardia killer: Giardia lamblia killing; AID 540267; activity change, % at 7.66 µM, hits read low; Giardia lamblia trophozoite viability; 340,000 tested, 0.15% active; in the data active = activity change below about -80%; inconclusive = between about -30% and that limit;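 also: parasites exposed to compound for two days anaerobically before the ATP read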
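Killing of trophozoites was scored by loss of ATP luminescence after a 48 hrs anaerobic exposure to compounds at 37 deg C, using 100 cells per well.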
Eya2 phos inh: blocks the phosphatase activity of human Eya2. O00167. recombinant Eya2, OMFP fluorescence dephosphorylation (OMFP is methylfluorescein phosphate). Potency, µM (top dose mostly 76.9 µM), for inactives: at the highest dose activity, negative = inhibition, most hits filed as inhibitors. 330,000 tested, 0.006% active. AID 488837; also: potency is read from the fitted curve at half-maximal effect
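Eya2 (0.2 uM) preincubated 10 min at ambient with compound, then OMFP substrate added at 50 uM; 10 min reaction in 50 mM HEPES pH 7.5, 50 mM NaCl, 5 uM MgCl2, 0.05% BSA, 1 mM DTT. Fluorescence read at Ex 485/Em 525 nm.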
BCR signal inh: inhibitors of chronic active B-cell receptor signaling; ABC-DLBCL IkBa-CBG/CBR reporter, luminescence ratio, 4 h; Potency, µM (titrated, usually from 46.1 µM), for inactives: top-dose ratio change, negative = lower green/red ratio, usual class: inhibitors; 340,000 tested, 0.05% active; active = well fitted inhibition curve with a large enough effect in the signal ratio, with a control signal flat, not every such curve was filed as active; inconclusive = small, poorly fitted or top-dose-only effect, or effect the other way, or a change in a side signal; the % refers to the signal ratio;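 also: potency is read from the fitted curve at half-maximal effect; plate controls were basal doxycycline-induced cells for no effect and cells given 10 µM MG132 for full effect; MG132 reads +100%, hits lower the ratio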
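Compounds up to 46 uM were incubated four hours with TMD8 cells whose green CBG68 luciferase is fused to IkappaBalpha; red CBR luminescence normalised the signal, and concentration-effect curves were fitted to fusion, red and ratio data.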
PKM2 act: increases activity of human pyruvate kinase M2; purified PKM2, Kinase-Glo ATP luminescence, activation; response scale: 0% is enzyme alone, no compound; Potency, µM (highest dose often 57.5 µM), for the others: at the highest dose activation, usual class: activators; 260,000 tested, 0.34% active; AID 1631; also: potency is read from the fitted curve at half-maximal effect; nearly all actives have a fitted effect of over 55% in size
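ATP formation by purified human PK-M2, quantified via coupled luciferase luminescence after 1 h at room temperature with 0.1 mM ADP and 0.5 mM PEP final.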
B2AR arrestin: recruits beta-arrestin to the human beta2-adrenergic receptor; Potency, µM (titrated, usually from 46.1 µM), without a hit: top-dose activation, most hits filed as activators; 330,000 tested, 0.02% active; beta-arrestin recruitment to beta2AR, cell-based reporter; P07550; AID 492947;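 also: potency is read from the fitted curve at half-maximal effect; 0% = DMSO controls and full agonism = EC100 isoproterenol or metaproterenol; nearly all actives have a fitted effect of over 65% in size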
USP2a inh: blocks human ubiquitin-specific protease USP2a; O75604; USP2 core, Ub-CHOP2 coupled fluorogenic reporter, 485/531; Potency, µM (top dose mostly 38.3 µM), for the others: top-dose activity change, negative = inhibition, hits mostly inhibitors; 330,000 tested, 0.01% active;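 also: potency is read from the fitted curve at half-maximal effect; plate controls were DMSO wells for no effect and full inhibition by NEM control for full effect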
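Deubiquitinase activity read as fluorescence (485/531 nm) after Ub-CHOP2 cleavage activates the enterokinase reporter on its substrate; USP2 core 10nM, Ub-CHOP2 and substrate 25nM each, 30min compound preincubation then 60min RT; data normalized to NEM, curves fitted.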
uPA surface inh: cell surface uPA generation inhibition; cell surface uPA generation assay, qHTS; Potency, µM (series often up to 38.3 µM), for inactives: top-dose activity change, negative = inhibition, most hits filed as inhibitors; 330,000 tested, 0.31% active; active = well fitted inhibition curve with a large enough effect; inconclusive = small, poorly fitted or top-dose-only effect; inactive = no such curve, though single readings can be large or run the other way; tested in mouse RAW 264.7 cells; also: potency is read from the fitted curve at half-maximal effect; nearly all actives have a fitted effect of over 55% in size
GALK inhibitor: inhibitors of human galactokinase | Potency, µM (top dose mostly 57.5 µM), for inactives: top-dose activity change, negative = inhibition, hits mostly inhibitors | Purified GALK, Kinase-Glo residual ATP luminescence | P51570 | 270,000 tested, 0.007% active; also: potency is read from the fitted curve at half-maximal effect
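Luminescence from leftover ATP (Ultra-Glo luciferase/luciferin) served as read-out after a 1 h room-temperature reaction of 5 nM GALK with 35 uM ATP and 100 uM galactose.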
Coupling enz: counter-screen for Giardia aldolase inhibitors: coupling enzyme system; coupling enzyme system counterscreen, AmpLite Red fluorescence; activity change, negative = inhibition, % at 58.2 µM, hits read low; 290,000 tested, 0.67% active; AID 2472; in the data active = activity change below about -30%
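Compounds tested against the coupling enzymes alone at 57.5 uM final; readout was AmpLite Red fluorescence (525/598 nm) after 20 min at RT.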
The depositor's hits bear a star; ? = inconclusive; nt = no result given; [ ] = remark or other dose. Unless noted, calls follow the shape of the dose curve; as a rule, active = well fitted curve in the direction sought with a large enough effect; inconclusive = small, poorly fitted or top-dose-only effect, or another doubt; inactive = no such curve, though single readings can be large; an effect the other way counts as inactive or inconclusive. Unless noted, % is scaled to controls: 0 for no effect and ±100 for the full control effect.

#1 O=C(CC1C(=O)NCCN1Cc1ccoc1)NCCCn1ncc2ccccc21 (stereo not given)
#2 CCc1ccc(S(=O)(=O)c2nnn3c2nc(N2CCOCC2)c2ccccc23)cc1
#3 CC(=O)C1=NN(c2ccccc2)C(c2ccc3c(c2)OCO3)N1c1ccccc1 (stereo not given)
#4 O=C(CCSCCC(=O)NCCN1CCOCC1)NCCN1CCOCC1
#5 COc1ccc(C(NC(C)=O)c2c(O)ccc3ccccc23)cc1OC (stereo not given)
#6 Cc1ccccc1NC(=O)CN1CCOCC1
#7 O=S(=O)(Nc1ccccc1)c1cccc2nonc12
#8 COc1ccc(-c2cc(C)no2)cc1S(=O)(=O)N1CC(=O)Nc2ccccc21
#9 CCOC(=O)c1ccc(NC(=O)Cn2nnc3ccccc32)cc1
#10 COc1ccc(/C(C)=N/NC(=O)c2ccccc2OCc2ccccc2)c(OC)c1

Assay by compound	1	2	3	4	5	6	7	8	9	10
KCNH2 3.1 block	2.5	-4.7	10.7	-16.4	-0.8	-8.6	-1.9	-6.8	nt	-1.3
KCNH2 WT inh	-0.4	6.7	11.9	-5.8	-0.8	-9.4	-9.7	2.9	13.6	-0.4
Giardia killer	-8.9	26.8	-20.2	14.3	-1.9	-10.5	-2.6	9.3	4.3	11.4
Eya2 phos inh	-7.0%	11.7%	0.6%	8.9%	-4.9%	-4.2%	12.4%	-1.2%	-0.7%	-2.0%
BCR signal inh	3.9%	-1.6%	0.6%	10.1%	?	2.2%	-9.7%	-0.4%	?	?
PKM2 act	3.7%	-1.3%[0.46 µM]	2.1%	1.3%	-20.0%	0.0%	3.1%	-1.2%[0.46 µM]	-4.6%	-2.3%
B2AR arrestin	0.1%	0.2%	-0.2%	0.1%	-0.3%	-1.0%	-0.6%	0.3%	1.1%	-0.3%
USP2a inh	-1.5%	3.0%	1.5%	2.2%	0.9%	2.2%	0.2%	1.9%	0.2%	-5.1%
uPA surface inh	0.6%	-2.6%	-14.9%	-1.1%	5.1%	2.8%	-5.2%	-20.6%	-5.9%	0.0%
GALK inhibitor	-1.1%	4.6%	-1.0%	-1.3%	-2.3%	0.0%	-6.4%	-1.0%	2.3%	8.2%
Coupling enz	0.9	1.1	-0.1	0.2	-1.3	-2.3	1.0	-1.2	0.1	1.7

#11 COc1ccc(-n2cnc3cc(NCc4ccco4)ccc32)cc1
#12 COc1ccc(-c2[nH]ncc2Oc2ccccc2OC)c(O)c1
#13 CC1CC(CC(=O)Nc2nc(-c3ccccc3)cs2)C(=O)O1 (stereo not given)
#14 CC(C)Cc1c(O)nc(SCC(=O)N2CCCCCC2)[nH]c1=O
#15 COc1ccc(C2=NN(C(=O)CSc3nnc(C)n3C)C(c3ccco3)C2)cc1 (stereo not given)
#16 CCCCCOc1ccc(C(=O)NC(C(=O)O)C(C)C)cc1 (stereo not given)
#17 O=C(Cc1ccc(Br)cc1)Nc1ccc(S(=O)(=O)N2CCCC2)cc1
#18 O=C1C[C@@H]2c3c(cccc3CN1Cc1ccc(F)cc1)C[C@@H](O)[C@H]2O
#19 CC(OC(=O)c1ccc(Cl)c(S(=O)(=O)N2CCCC2)c1)C(=O)NC1CCCCC1C (stereo not given)
#20 Cc1ccc(C(=O)COC(=O)c2cccc([N+](=O)[O-])c2)s1

Assay by compound	11	12	13	14	15	16	17	18	19	20
KCNH2 3.1 block	6.2	-0.8	5.5	4.9	-9.9	-3.2	nt	-4.7	nt	7.2
KCNH2 WT inh	5.3	2.1	1.4	-0.4	nt	-9.6	nt	-3.6	nt	-27.4
Giardia killer	-16.4	-3.9	24.4	9.4	8.9	-0.9	nt	-18.3	nt	-12.3
Eya2 phos inh	7.8%	2.1%	1.4%	21.7%	-2.8%	11.2%	-5.7%	-10.8%	6.6%	-22.1%
BCR signal inh	?	-0.1%	8.3%	-6.7%	-9.6%	5.3%	-9.8%	-5.0%	-1.1%	?
PKM2 act	-3.3%	3.7%	8.7%	nt	-8.8%	-0.6%	4.3%	nt	-0.3%	nt
B2AR arrestin	3.3%	0.2%	0.0%	-0.1%	0.2%	0.5%	-0.1%	0.2%	-0.6%	0.4%
USP2a inh	-5.9%	0.8%	4.6%	2.1%	1.3%	-1.7%	-0.8%	-0.8%	-0.9%	1.2%
uPA surface inh	nt	nt	-1.0%	1.1%	-9.9%	-0.9%	nt	-8.2%	nt	-1.4%
GALK inhibitor	0.1%	0.7%	-2.2%	-2.3%	8.5%	2.2%	2.5%	nt	-8.4%	nt
Coupling enz	0.0	-3.6	-0.7	-2.5	2.3	12.8	nt	nt	nt	nt

#21 CN(C(=O)COC(=O)CCC(=O)c1ccccc1)c1c(N)n(Cc2ccccc2)c(=O)[nH]c1=O
#22 CC(=O)N1CCc2cc(S(=O)(=O)Nc3cccc(C(F)(F)F)c3)ccc21
#23 O=C(NN1C(=O)C2C3C=CC(O3)C2C1=O)c1cccc(Br)c1 (stereo not given)
#24 Cc1ccc(S(=O)(=O)N2CCCC2CO)cc1 (stereo not given)
#25 Cn1nnnc1SCC(=O)Nc1ccc(N2CCOCC2)cc1
#26 CCOc1ccccc1NC(=O)CN1CCC(C(=O)c2ccc(F)cc2)CC1
#27 Cc1cccc(C)c1OCc1cc(C(=O)NCC2CC2)no1
#28 O=C(NCCOc1ccccc1F)c1ccc2c(=O)n3c(nc2c1)CCC3
#29 CCn1nc(C)c(NC(=O)c2cnn3c(C(F)F)cc(-c4ccccc4)nc23)c1C
#30 Cc1cccc(NC(=O)N2C3CCCC2CC(NC(=O)C2CC2)C3)c1 (stereo not given)

Assay by compound	21	22	23	24	25	26	27	28	29	30
KCNH2 3.1 block	-5.5	8.1	-10.1	-8.6	4.0	-36.9	9.8	7.5	13.7	9.3
KCNH2 WT inh	1.0	9.5	13.1	-6.2	6.9	5.7	4.6	-1.9	-10.0	-10.4
Giardia killer	12.5	3.3	-9.5	10.0	-9.2	6.4	-3.4	8.1	3.5	-11.7
Eya2 phos inh	-0.2%	-12.8%	9.5%	4.6%	9.5%	-0.9%	1.0%	8.7%	-4.6%	-10.2%
BCR signal inh	-0.1%	-4.4%	-7.1%	-1.8%	-6.6%	20.2%	?	-1.2%	0.3%	-4.7%
PKM2 act	nt	25.1µM*	1.7%	1.1%	-10.7%	-5.8%	-6.0%	nt	0.6%	-3.3%
B2AR arrestin	0.0%	-1.7%	0.2%	-1.5%	-0.4%	-0.6%	-0.4%	0.2%	0.3%	-0.4%
USP2a inh	1.9%	-0.7%	2.7%	3.6%	1.0%	-5.0%	0.0%	1.8%	0.7%	2.0%
uPA surface inh	1.8%	-6.2%	2.8%	2.2%	-21.8%	-1.3%	1.3%	14.3%	-9.6%	-2.1%
GALK inhibitor	nt	0.5%	4.0%	-2.3%	1.9%	-1.7%	5.4%	nt	0.9%	15.1%
Coupling enz	nt	0.8	1.1	-5.4	-1.0	-2.8	nt	nt	0.5	3.3

Copied from above, nos. 24–26
#24 Cc1ccc(S(=O)(=O)N2CCCC2CO)cc1 (stereo not given)
#25 Cn1nnnc1SCC(=O)Nc1ccc(N2CCOCC2)cc1
#26 CCOc1ccccc1NC(=O)CN1CCC(C(=O)c2ccc(F)cc2)CC1

Assay by compound	24	25	26
KCNH2 3.1 block	-8.6	4.0	-36.9
KCNH2 WT inh	-6.2	6.9	5.7
Giardia killer	10.0	-9.2	6.4
Eya2 phos inh	4.6%	9.5%	-0.9%
BCR signal inh	-1.8%	-6.6%	20.2%
PKM2 act	1.1%	-10.7%	-5.8%
B2AR arrestin	-1.5%	-0.4%	-0.6%
USP2a inh	3.6%	1.0%	-5.0%
uPA surface inh	2.2%	-21.8%	-1.3%
GALK inhibitor	-2.3%	1.9%	-1.7%
Coupling enz	-5.4	-1.0	-2.8

Next section:
#31 CCCCCCn1c(N2CCN(c3ccccc3)CC2)nc2c1c(=O)n(C)c(=O)n2C
#32 C/C(CC(=O)Nc1ccccn1)=N\NC(=O)c1ccccc1
#33 COc1ccc(N2CC(C(=O)Nc3nccs3)CC2=O)cc1 (stereo not given)
#34 O=C(Cn1ncc2c(=O)oc3ccccc3c21)N1CCC(N2CCCCC2)CC1
#35 O=C(Nc1nc2ccccc2n1CCN1CCCCC1)C1CCCCC1
#36 O=C(OCCOc1ccccc1)c1n[nH]c2ccccc12

Assay by compound	31	32	33	34	35	36
KCNH2 3.1 block	-0.4	nt	-13.8	-11.6	-10.3	4.2
KCNH2 WT inh	7.3	nt	0.5	-5.5	28.9	6.2
Giardia killer	16.2	nt	-3.3	-3.1	-7.3	5.3
Eya2 phos inh	-17.7%	7.3%	-20.2%	5.0%	7.8%	0.8%
BCR signal inh	1.8%	?	11.2%	14.1%	1.5%	?
PKM2 act	0.6%	3.7%	2.7%	-2.3%	0.0%	1.8%
B2AR arrestin	-0.4%	0.1%	-0.3%	0.3%	-0.2%	-0.2%
USP2a inh	-2.7%	4.7%	5.7%	0.3%	-0.6%	0.2%
uPA surface inh	nt	nt	0.0%	3.2%	-3.1%	1.4%
GALK inhibitor	-0.3%	0.3%	-0.6%	1.7%	-2.6%	6.4%
Coupling enz	-5.0	-0.1	-0.4	0.2	0.9	-2.7
